Assay outcomes from PubChem.
Shiga inhibitor: A qHTS for Small Molecule Inhibitors of Shiga Toxin; Vero cells, Shiga toxin protein synthesis inhibition reporter; inhibition, % at 38.7 µM; 290,000 compounds, 9.2% hits; in the data active means inhibition mostly above about 28%, no sharp cut-off; inactive means mostly below about 43%; further: 0% is about no effect
Pf growth 48h: Primary qHTS for delayed death inhibitors of the malarial parasite plastid, 48 hour incubation. P. falciparum luciferase growth in erythrocytes, 48 h. Potency, µM (top dose mostly 28.7 µM), for the others: at the highest dose activity change, negative = inhibition, hits mostly inhibitors. 310,000 compounds, 5.9% hits. AID 504832, 2011; further: potency means the concentration at half of the fitted maximal effect; on the % scale 0 is the no-effect control and ±100 the full control effect
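In quantitative HTS format, infected erythrocytes bearing luciferase-reporter parasites were treated for a single generation at 37 C. Luminescence after adding detection reagent served as the growth measure.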
Pf growth 96h: Primary qHTS for delayed death inhibitors of the malarial parasite plastid, 96 hour incubation; P. falciparum luciferase reporter growth, 96 h; Potency, µM (series often up to 28.7 µM), for inactives: at the highest dose activity change, negative = inhibition, usual class: inhibitors; 320,000 compounds, 6.9% hits; further: potency means the concentration at half of the fitted maximal effect; on the % scale 0 is the no-effect control and ±100 the full control effect
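P. falciparum expressing integrated firefly luciferase grown in erythrocytes (2% hematocrit, 0.05% parasitemia final) with compounds for 96 hours at 37 C, 5% CO2. Growth inhibition read as loss of luminescence after adding luciferase detection reagent.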
LmPK inh: qHTS Assay for Inhibitors of Leishmania Mexicana Pyruvate Kinase (LmPK); Q27686; purified LmPK, Kinase-Glo ATP luminescence, 1 h; Potency, µM (top dose mostly 57.5 µM), for inactives: at the highest dose activity change, negative = inhibition, usual class: inhibitors; AID 1721, 2009; 290,000 compounds, 0.37% hits; further: potency means the concentration at half of the fitted maximal effect; on the % scale 0 is the no-effect control and ±100 the full control effect
Target sequence (Q27686 whole entry, looked up): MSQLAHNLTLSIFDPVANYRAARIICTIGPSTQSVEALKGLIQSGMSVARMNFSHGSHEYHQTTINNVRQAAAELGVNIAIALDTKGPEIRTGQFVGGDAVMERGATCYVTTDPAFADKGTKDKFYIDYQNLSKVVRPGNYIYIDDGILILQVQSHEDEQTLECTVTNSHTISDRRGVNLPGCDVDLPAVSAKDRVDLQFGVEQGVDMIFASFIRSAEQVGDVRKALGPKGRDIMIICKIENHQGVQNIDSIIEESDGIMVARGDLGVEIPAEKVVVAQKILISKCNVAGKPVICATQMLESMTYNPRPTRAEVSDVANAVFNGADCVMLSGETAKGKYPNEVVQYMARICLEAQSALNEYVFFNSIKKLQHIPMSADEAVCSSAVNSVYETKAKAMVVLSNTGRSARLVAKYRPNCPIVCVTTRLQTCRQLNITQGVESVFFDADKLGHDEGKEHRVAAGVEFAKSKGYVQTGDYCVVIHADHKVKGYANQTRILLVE
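ATP generated from ADP (0.1 mM) and PEP (0.5 mM) by 0.1 nM LmPK over 1 h at room temperature (pH 7.2 imidazole buffer) was detected by coupled luciferase luminescence. Values were normalized to uninhibited and no-enzyme wells.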
CHX counter: Cycloheximide Counterscreen for Small Molecule Inhibitors of Shiga Toxin; cell reporter, cycloheximide protein synthesis inhibition counterscreen; max response, %; 300,000 compounds, 12% hits; AID 2314, 2010; in the data active means max response mostly above about 13%, no sharp cut-off; inactive means mostly below about 14%; further: read at 38.3 µM for the half of the compounds with a filed dose; 0% is about no effect
HCV inhibitor: qHTS Assay for Inhibitors of Hepatitis C Virus (HCV). Huh7.5.1 HCVcc-Cre infection, luciferase reporter, 44 h. Potency, µM (top dose mostly 41.8 µM), for the others: at the highest dose activity change, negative = inhibition, usual class: inhibitors. 340,000 compounds, 3.4% hits. AID 651820, 2012; further: potency means the concentration at half of the fitted maximal effect; on the % scale 0 is the no-effect control and ±100 the full control effect
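A cell-based infection assay in which seeded cells (1,000 per well) receive test compound after 4 h, are inoculated with HCVcc-Cre at approximately 0.5 moi, and are incubated 44 h before luminescence detection.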
Tb PYK inh: qHTS of Trypanosoma Brucei Inhibitors. TbPYK enzyme, Kinase-Glo Plus ATP luminescence, 45 min. pyruvate kinase (Trypanosoma brucei), Q57TT1. AID 624173, 2012. 410,000 compounds, 0.12% hits. Potency, µM (series often up to 76.8 µM), for the others: top-dose activity, negative = inhibition, most hits filed as inhibitors; further: potency means the concentration at half of the fitted maximal effect; on the % scale 0 is the no-effect control and ±100 the full control effect; nearly all actives have a fitted effect of over 50% in size
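Screened from lowest to highest concentration, compounds were pinned into TbPYK/substrate mixtures, and ADP (130 uM final) was added. Plates sat at room temperature for 45 min prior to Kinase-Glo Plus detection by luminescence.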
The depositor's hits bear a star; [ ] = remark or other dose. Unless noted, the call rests on the fitted dose curve; in most records, active means well fitted curve in the direction sought with a large enough effect; inconclusive means small, poorly fitted or top-dose-only effect, or another doubt; inactive means no such curve, though single readings can be large; an effect the other way counts as inactive or inconclusive.

Results for COc1ccccc1/C=C/CN1CCC(n2nccc2NC(=O)CCc2ccccc2)CC1 ?
Shiga inhibitor: -14; Pf growth 48h: inconclusive; Pf growth 96h: inconclusive; LmPK inh: 5%; CHX counter: 7; HCV inhibitor: 3.5µM*; Tb PYK inh: 4%

How did O=[N+]([O-])c1ccc(N/N=C/c2c[nH]c3ccccc23)cc1 do in these assays?
Shiga inhibitor: 61*; Pf growth 48h: -23%; Pf growth 96h: inconclusive; LmPK inh: -7%; CHX counter: 26*; HCV inhibitor: -14%; Tb PYK inh: 3%

Results for Cc1sc(N2C(=O)C3C(C2=O)[C@H]2C=C[C@@H]3C2)c(C#N)c1C (some centres not stated) ?
Shiga inhibitor: 44; Pf growth 48h: -1%; Pf growth 96h: 6%; LmPK inh: 1%; CHX counter: -1; HCV inhibitor: 15%; Tb PYK inh: 0%

What do the screens show for `CCOCCCNC(=S)Nc1ccc2nc(N3CCCC3)cc(C)c2c1`?
Shiga inhibitor: -2; Pf growth 48h: 12µM*; Pf growth 96h: -5%; LmPK inh: 2%; CHX counter: -7; HCV inhibitor: inconclusive; Tb PYK inh: 5%

What do the screens show for `N#Cc1cnn(-c2ccccc2)c1N`?
Shiga inhibitor: -8; Pf growth 48h: -29%; Pf growth 96h: 20%; LmPK inh: 0%; CHX counter: -6; HCV inhibitor: inconclusive; Tb PYK inh: 0%

How did O=S(=O)(CCN1C=CC(C(F)(F)F)=NCC1)c1ccc(F)cc1 do in these assays?
Shiga inhibitor: -9; Pf growth 48h: -2%; Pf growth 96h: 4%; LmPK inh: -1%; CHX counter: -2; HCV inhibitor: 21%; Tb PYK inh: 1%

What do the screens show for `COc1cc(CCC(=O)OCc2ccccc2C#N)cc(OC)c1OC`?
Shiga inhibitor: -6; Pf growth 48h: 32%[activator]; Pf growth 96h: 31%[activator]; LmPK inh: 1%; CHX counter: -1; HCV inhibitor: 18%; Tb PYK inh: 6%

What do the screens show for `CCOC(=O)C1CCN(C2CC(=O)N(c3cccc(Cl)c3)C2=O)CC1` (configuration not stated)?
Shiga inhibitor: -8; Pf growth 48h: 5%; LmPK inh: 1%; CHX counter: 15; HCV inhibitor: -2%; Tb PYK inh: -15%

How did CCOC(=O)N1CCN(C(=O)Nc2ccccc2)CC1 do in these assays?
Shiga inhibitor: -18; Pf growth 48h: 14%; LmPK inh: 1%; CHX counter: -1; HCV inhibitor: -5%; Tb PYK inh: 0%

What do the screens show for `O=C1CCC(C(=O)NCc2cccnc2)N1` (configuration not stated)?
Shiga inhibitor: 11; Pf growth 48h: 11%; Pf growth 96h: inconclusive; LmPK inh: -1%; CHX counter: 1; HCV inhibitor: 5%; Tb PYK inh: 0%

Results for O=C1CN(C(=O)c2cc3ccccc3o2)c2ccccc2N1 ?
Shiga inhibitor: 42*; Pf growth 48h: 14%; Pf growth 96h: inconclusive; LmPK inh: -1%; CHX counter: 18*; HCV inhibitor: 7%; Tb PYK inh: 7%

Results for O=C(/C=C/c1ccccc1[N+](=O)[O-])NCC1CCCO1 (configuration not stated) ?
Shiga inhibitor: 28; Pf growth 48h: 31%[activator]; Pf growth 96h: 0%; LmPK inh: 3%; CHX counter: 10; HCV inhibitor: 11%; Tb PYK inh: 0%

How did COCCNC(=S)N/N=C/c1ccccc1C(=O)O do in these assays?
Shiga inhibitor: -14; Pf growth 96h: 22%; LmPK inh: -1%; CHX counter: -2; HCV inhibitor: 16%; Tb PYK inh: -4%

How did COCCCNCCCCOc1ccc(C)cc1[N+](=O)[O-] do in these assays?
Shiga inhibitor: -11; Pf growth 48h: 25%; Pf growth 96h: 15%; LmPK inh: 0%; CHX counter: -3; HCV inhibitor: -28%; Tb PYK inh: 6%

How did COc1cc(CC(=O)OCC(=O)Nc2ccc3c(c2)OCCO3)cc(OC)c1OC do in these assays?
Shiga inhibitor: -4; Pf growth 48h: inconclusive; Pf growth 96h: -5%; LmPK inh: 2%; CHX counter: -3; HCV inhibitor: 0%; Tb PYK inh: 4%

How did Cc1cc(Cl)c(S(=O)(=O)N2CCN(c3ccc(F)cc3)CC2)cc1OCC(=O)NC1CCCCC1 do in these assays?
Shiga inhibitor: -12; Pf growth 96h: 6.6µM*; LmPK inh: 4%; CHX counter: -3; HCV inhibitor: 0.79µM*; Tb PYK inh: -5%

What do the screens show for `COc1cccc(CN2CCNC(=O)C2CC(=O)N(C)C2CCCCC2)c1` (configuration not stated)?
Shiga inhibitor: -9; Pf growth 48h: -18%; Pf growth 96h: inconclusive; LmPK inh: 2%; CHX counter: 1; HCV inhibitor: 10%; Tb PYK inh: -9%

How did C=CCn1c(-c2ccc(OC)c(OC)c2)cs/c1=N\c1ccccn1 do in these assays?
Shiga inhibitor: 29*; Pf growth 48h: inconclusive; Pf growth 96h: 2%; LmPK inh: -11%; CHX counter: 8; HCV inhibitor: -26%; Tb PYK inh: 4%

Results for COc1ccc(S(=O)(=O)NCC(c2cccnc2)N2CCN(C)CC2)cc1OC (configuration not stated) ?
Shiga inhibitor: -5; Pf growth 48h: 0%; Pf growth 96h: 30%[activator]; LmPK inh: 6%; CHX counter: -1; HCV inhibitor: 25%; Tb PYK inh: -2%

Results for COc1ccc(NC(=O)C2CCN(S(=O)(=O)c3cccc4nonc34)CC2)cc1OC ?
Shiga inhibitor: 4; Pf growth 48h: -9%; Pf growth 96h: 14%; LmPK inh: 1%; CHX counter: -2; HCV inhibitor: 2%; Tb PYK inh: -5%

Results for COc1ccc(NC(=O)COC(=O)/C=C/c2ccccc2[N+](=O)[O-])cc1 ?
Shiga inhibitor: 2; Pf growth 48h: 7%; Pf growth 96h: 39%[activator]; LmPK inh: 0%; CHX counter: 11; HCV inhibitor: 0%; Tb PYK inh: 2%

How did COc1ccc(N2C(=O)CC(NC34CC5CC(CC(C5)C3)C4)C2=O)c(OC)c1 (configuration not stated) do in these assays?
Shiga inhibitor: -14; Pf growth 48h: -1%; LmPK inh: 5%; CHX counter: -1; HCV inhibitor: 2%; Tb PYK inh: -2%

How did N#Cc1ccccc1OCC(=O)Nc1c(C(=O)C2CC2)oc2ccccc12 do in these assays?
Shiga inhibitor: -8; Pf growth 48h: -3%; Pf growth 96h: inconclusive; LmPK inh: 4%; CHX counter: -2; HCV inhibitor: 1%; Tb PYK inh: 3%

How did CCC(C)C(NC(=O)OC(C)(C)C)C(=O)NC(C(=O)NC(C)C(N)=O)C(C)C (configuration not stated) do in these assays?
Shiga inhibitor: 13; Pf growth 48h: 7%; Pf growth 96h: 5%; LmPK inh: -6%; CHX counter: -3; HCV inhibitor: -1%; Tb PYK inh: -7%

What do the screens show for `OCCOCCn1c(-c2ccccc2)nc(=S)c2c1CCCC2`?
Shiga inhibitor: -6; Pf growth 96h: 10µM*; LmPK inh: 2%; CHX counter: -5; HCV inhibitor: 16%; Tb PYK inh: 3%

How did O/N=C(\C[n+]1ccccc1)c1ccc(Br)cc1 do in these assays?
Shiga inhibitor: 13; Pf growth 48h: -30%[0.00184 µM]; Pf growth 96h: inconclusive; LmPK inh: -1%; CHX counter: -6; HCV inhibitor: inconclusive; Tb PYK inh: -3%

Results for COc1ccc(C2(CNC(=O)c3ccc(OC)c([N+](=O)[O-])c3)CCCCC2)cc1OC ?
Shiga inhibitor: -9; Pf growth 48h: inconclusive; Pf growth 96h: inconclusive; LmPK inh: 1%; CHX counter: 1; HCV inhibitor: -30%; Tb PYK inh: -6%

Results for O=C(CSc1ccc(-c2ccncc2)nn1)c1ccccc1 ?
Shiga inhibitor: 23; Pf growth 48h: 9%; Pf growth 96h: 33%; LmPK inh: 1%; CHX counter: 2; HCV inhibitor: -22%; Tb PYK inh: -5%

How did CCCCn1c(SCC(=O)Nc2cc(C)on2)nc2ccccc2c1=O do in these assays?
Shiga inhibitor: -9; Pf growth 48h: 4%; Pf growth 96h: -19%; LmPK inh: 2%; CHX counter: 4; HCV inhibitor: -14%; Tb PYK inh: 3%

How did CC(C)NC(=O)CN1CCN(c2ncccn2)CC1 do in these assays?
Shiga inhibitor: -13; Pf growth 48h: 6%; Pf growth 96h: -14%; LmPK inh: -2%; CHX counter: -3; HCV inhibitor: 16%; Tb PYK inh: 0%

2 compounds picked at random from the list so far, as already listed:
How did COCCNC(=S)N/N=C/c1ccccc1C(=O)O do in these assays?
Shiga inhibitor: -14; Pf growth 96h: 22%; LmPK inh: -1%; CHX counter: -2; HCV inhibitor: 16%; Tb PYK inh: -4%

Results for O=C(/C=C/c1ccccc1[N+](=O)[O-])NCC1CCCO1 (configuration not stated) ?
Shiga inhibitor: 28; Pf growth 48h: 31%[activator]; Pf growth 96h: 0%; LmPK inh: 3%; CHX counter: 10; HCV inhibitor: 11%; Tb PYK inh: 0%

Other compounds
Results for Cc1ccc(S(=O)(=O)NCCNc2ccccc2[N+](=O)[O-])cc1 ?
Shiga inhibitor: 13; Pf growth 48h: 35%[activator]; Pf growth 96h: inconclusive; LmPK inh: 3%; CHX counter: 9; HCV inhibitor: -7%; Tb PYK inh: -5%

How did O=C(COC(=O)c1ccc(OC(F)F)cc1)NCCCN1CCCC1=O do in these assays?
Shiga inhibitor: -15; Pf growth 48h: 16%; Pf growth 96h: 31%[activator]; LmPK inh: -3%; CHX counter: -2; HCV inhibitor: 1%; Tb PYK inh: -12%

How did O=[P+](Cc1ccccc1)Cc1ccccc1 do in these assays?
Shiga inhibitor: -16; Pf growth 96h: -34%; LmPK inh: 1%; CHX counter: -4; HCV inhibitor: 10%; Tb PYK inh: 3%

What do the screens show for `Cc1ccn2c(C(=O)N/N=C/c3ccc(CNC(=O)C(=O)Nc4ccc(C)c(C)c4)o3)c(C)nc2c1`?
Shiga inhibitor: 15; Pf growth 48h: 6%; Pf growth 96h: 16%; LmPK inh: -2%; CHX counter: -2; HCV inhibitor: 24%

Results for O=C(O)c1[nH]c2ccccc2c1CC(=O)N1CCOCC1 ?
Shiga inhibitor: 1; Pf growth 48h: 42%[activator]; Pf growth 96h: inconclusive; LmPK inh: 2%; CHX counter: 2; HCV inhibitor: -3%; Tb PYK inh: 6%

Entries above with a cyano group (4):
Results for Cc1sc(N2C(=O)C3C(C2=O)[C@H]2C=C[C@@H]3C2)c(C#N)c1C (some centres not stated) ?
Shiga inhibitor: 44; Pf growth 48h: -1%; Pf growth 96h: 6%; LmPK inh: 1%; CHX counter: -1; HCV inhibitor: 15%; Tb PYK inh: 0%

What do the screens show for `N#Cc1cnn(-c2ccccc2)c1N`?
Shiga inhibitor: -8; Pf growth 48h: -29%; Pf growth 96h: 20%; LmPK inh: 0%; CHX counter: -6; HCV inhibitor: inconclusive; Tb PYK inh: 0%

What do the screens show for `COc1cc(CCC(=O)OCc2ccccc2C#N)cc(OC)c1OC`?
Shiga inhibitor: -6; Pf growth 48h: 32%[activator]; Pf growth 96h: 31%[activator]; LmPK inh: 1%; CHX counter: -1; HCV inhibitor: 18%; Tb PYK inh: 6%

How did N#Cc1ccccc1OCC(=O)Nc1c(C(=O)C2CC2)oc2ccccc12 do in these assays?
Shiga inhibitor: -8; Pf growth 48h: -3%; Pf growth 96h: inconclusive; LmPK inh: 4%; CHX counter: -2; HCV inhibitor: 1%; Tb PYK inh: 3%
